NPSR antag = neuropeptide S receptor (human) antagonism, cAMP. Q6W5P4. CHO-NPSR cells, cAMP TR-FRET, antagonist mode. Potency, µM (doses to about 38.3 µM), without a hit: at the highest dose activity change, negative = inhibition, most hits filed as inhibitors. hit rate 1% among 220,000. AID 1461; also: potency is read from the fitted curve at half-maximal effect; % is scaled to controls: 0 for no effect and ±100 for the full control effect; nearly all actives have a fitted effect of over 50% in size; many of its hits are not listed in these tables
Target sequence (Q6W5P4 whole entry, looked up): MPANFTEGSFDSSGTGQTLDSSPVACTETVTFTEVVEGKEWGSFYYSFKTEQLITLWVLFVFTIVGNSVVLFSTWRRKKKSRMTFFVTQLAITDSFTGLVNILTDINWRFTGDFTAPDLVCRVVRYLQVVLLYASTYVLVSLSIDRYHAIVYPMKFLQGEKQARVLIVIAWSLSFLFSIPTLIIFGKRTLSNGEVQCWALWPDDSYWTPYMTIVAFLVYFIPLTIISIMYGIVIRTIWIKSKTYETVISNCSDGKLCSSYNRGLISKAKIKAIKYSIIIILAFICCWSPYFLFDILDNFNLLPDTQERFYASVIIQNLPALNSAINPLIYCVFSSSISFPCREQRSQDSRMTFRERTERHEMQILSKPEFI
Luc counter = Kinase-Glo luciferase inhibition (counter-screen) | AID 1379 | Potency, µM (series often up to 38.3 µM), inactives show top-dose activity change, negative = inhibition, usual class: inhibitors | Kinase-Glo luciferase, ATP luminescence, 8 min | Q27757 | hit rate 0.28% among 200,000; also: potency is read from the fitted curve at half-maximal effect; % is scaled to controls: 0 for no effect and ±100 for the full control effect; nearly all actives have a fitted effect of over 60% in size
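Luminescence was the read-out, taken after 8-minute incubation at ambient temperature. Luciferase turned over luciferin with 10 uM ATP in imidazole pH 7.2 buffer containing KCl, MgCl2, Tween 20 and BSA.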
CBFb-RUNX1 inh = inhibitors of human CBF-beta and RUNX1 interaction; Q01196+Q13951; AlphaScreen CBFb-His/RUNX1-biotin binding, biochemical; Potency, µM (highest dose often 59.8 µM), for inactives: at the top dose activity, negative = inhibition, usual class: inhibitors; 230,000 tested, under 10 active; also: % of control where 0% means no effect
Target sequence (Q01196 whole entry, looked up): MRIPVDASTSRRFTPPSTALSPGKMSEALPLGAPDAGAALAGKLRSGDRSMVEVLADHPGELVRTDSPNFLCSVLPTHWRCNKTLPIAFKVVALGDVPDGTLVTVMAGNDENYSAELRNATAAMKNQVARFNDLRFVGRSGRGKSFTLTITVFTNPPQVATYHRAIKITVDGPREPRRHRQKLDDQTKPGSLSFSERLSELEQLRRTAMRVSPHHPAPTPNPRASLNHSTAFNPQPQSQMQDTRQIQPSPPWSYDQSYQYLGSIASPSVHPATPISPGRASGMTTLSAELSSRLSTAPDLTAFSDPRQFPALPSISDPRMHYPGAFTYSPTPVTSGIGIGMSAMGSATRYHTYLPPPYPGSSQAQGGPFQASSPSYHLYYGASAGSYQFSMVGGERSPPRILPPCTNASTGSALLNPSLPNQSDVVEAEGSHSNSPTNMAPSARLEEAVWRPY
Target sequence (Q13951 whole entry, looked up): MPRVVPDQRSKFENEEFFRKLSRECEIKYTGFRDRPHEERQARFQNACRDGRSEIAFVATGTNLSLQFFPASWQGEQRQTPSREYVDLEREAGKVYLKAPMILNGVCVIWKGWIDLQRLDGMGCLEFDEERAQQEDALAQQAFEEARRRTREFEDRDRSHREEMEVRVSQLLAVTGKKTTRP
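Proteins preincubated together for 20 min at RT before compound addition; 15 min later, nickel and streptavidin beads were added and left 90 min prior to AlphaScreen measurement.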
IMPase Li cell = IMPase inhibition in cells with lithium potentiation. CHO-M1 cells, IP1 TR-FRET (IP-One), carbachol + lithium. Potency, µM (highest dose often 59.4 µM), for inactives: at the highest dose activity, negative = IMPase inhibition, hits mostly inhibitors. hit rate 0.35% among 210,000. AID 1457;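 also: IP1 builds up when IMPase is blocked and the TR-FRET signal falls; potency is read from the fitted curve at half-maximal effect; plate controls were basal vehicle for no effect and high inhibitor control for full effect; nearly all actives have a fitted effect of over 50% in size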
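CHO cells stably expressing M1 receptor (2000/well) were cultured 16–30 h, then exposed to compounds with a small lithium addition for 30 min at 37C. IP1 was measured by TR-FRET competition; AC50 from Hill fits.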
Epigenetic derep = epigenetic control regulation, reporter derepression | murine LDR cells, GFP reporter derepression, 30 h | Potency, µM (doses to about 53.9 µM), inactives show top-dose GFP activation, actives largely listed as activators | hit rate 0.2% among 280,000 | AID 1865; also: potency is read from the fitted curve at half-maximal effect; % of control where 0% means no effect; nearly all actives have a fitted effect of over 60% in size
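In this reporter-derepression format, murine cells bearing a silenced integrated CMV-GFP locus incubate with test compound (30 h, 37 C), then are washed and imaged; fluorescent objects of 20–120 um count as induced cells.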
aGal spleen mod = alpha-galactosidase A (human) modulation; P06280; human spleen homogenate, 4MU-alpha-Gal fluorescence, 40 min; Potency, µM (doses to about 80 µM), for the others: at the top dose activity change, negative = inhibition, actives largely listed as inhibitors; hit rate 0.008% among 240,000; AID 2107;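 also: potency is read from the fitted curve at half-maximal effect; 0% = enzyme with vehicle and -100% = no enzyme basal signal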
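Human spleen homogenate (1 ug) as enzyme source, 4-methylumbelliferyl-alpha-D-galactopyranoside 1 mM final, citrate/phosphate pH 5.0 with 0.01% Tween-20. Compounds 40 min at 37C, NaOH/glycine stop; fluorescence Ex 365/Em 440, Hill-fit AC50.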
Lamin A splicing = LMNA splicing modulation; HeLa LMNA splicing GFP/RFP minigene ratio, 48 h; Potency, µM (doses to about 46.1 µM), for the others: at the top dose ratio change, negative = inhibition, most hits filed as inhibitors; hit rate 0.01% among 200,000; active = well fitted inhibition curve with a large enough effect in the signal ratio, with a control signal flat, not every such curve was filed as active; inconclusive = small, poorly fitted or top-dose-only effect, or effect the other way, or a change in a side signal; the % refers to the signal ratio; also: potency is read from the fitted curve at half-maximal effect; % is scaled to controls: 0 for no effect and ±100 for the full control effect
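Read-out is the ratio of GFP to DsRed2 object intensity, acquired by 488 nm laser-scanning cytometry on HeLa lamin A-EGFP minigene reporter cells. Compound incubation 48 hrs at 37 °C in Opti-MEM with 2% FBS; DMSO 0.5% final.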
Starred values were filed as active, the others as inactive; ? = inconclusive; nt = no result given; [ ] = dose if it differs, or a comment. Unless noted, calls follow the shape of the dose curve; as a rule, active = well fitted curve in the direction sought with a large enough effect; inconclusive = small, poorly fitted or top-dose-only effect, or another doubt; inactive = no such curve, though single readings can be large; an effect the other way counts as inactive or inconclusive.

structure,NPSR antag,Luc counter,CBFb-RUNX1 inh,IMPase Li cell,Epigenetic derep,aGal spleen mod,Lamin A splicing
O=C(c1ccc2ccccc2c1)C1CCCN(C(=O)CN2C(=O)CSC2=O)C1 (centres undefined),-5%,3%,6%,23%,-0.6%,-3%,nt
Clc1ccc(/C=C/c2nc(Cl)c(-c3ccc(Cl)cc3)c(Cl)n2)cc1,10%,nt,-5%,nt,0.1%,-2%,nt
O=C(Nc1ccc(Cl)cc1Cl)C1CCC(=O)N1Cc1ccccc1Cl (centres undefined),-7%[46.1 µM],nt,5%,nt,1.3%,-4%,?
CCOc1ccc(CCNC(=O)Cn2c(=O)oc3ccccc32)cc1OCC,-14%[46.1 µM],0%,1%,55%[activator][38.3 µM],-2.2%,7%,-3%
Cc1cccn2c(=O)c3cc(C#N)c(=NC(=O)c4cccs4)n(CC(C)C)c3nc12,50%,nt,7%,nt,4.6%,-2%,nt
COc1ccc(/C=C2\CCCC3C2=NN(C(=O)COC(=O)CNC(=O)c2ccccc2)C3c2ccc(OC)cc2)cc1 (centres undefined),-22%[46.1 µM],2%,-8%,31%[38.3 µM],-2.1%,-11%,?
Cc1cc(C)c2c(CN3CCN(Cc4ccc5c(c4)OCO5)CC3)cc(=O)oc2c1,?,-6%,7%,15%[38.3 µM],0.9%,-7%,?
CCOc1ccc(CC(=O)N2N=C(C)CC2(O)C(F)(F)F)cc1 (centres undefined),3%,1%,-3%,3%,2.3%,-1%,6%
CCCNC(=O)COc1cccc(C(=O)NCc2ccccc2)c1,3%,3%,4%,3%,1.0%,-1%,11%
CCOCCCNC(=O)C(NC(=O)c1ccccc1O)c1ccccc1 (centres undefined),-7%,nt,-1%,-4%,1.1%,-8%,nt
COc1ccc(-c2cn3cccc(C)c3n2)cc1F,16%,?,-2%,-18%,-4.6%,-5%,nt
Cc1ccc(C(=O)CC2(O)C(=O)N(CN3CCOCC3)c3ccccc32)cc1 (centres undefined),-4%[46.1 µM],-2%,11%,13%[38.3 µM],0.9%,-1%,16%
O=C(NNc1nc(Nc2ccccc2)nc(N2CCOCC2)n1)Nc1ccc(Cl)cc1,-41%,-1%,-6%,13%,-5.0%,0%,?
Cc1ccc(-c2cc(NC(=O)CSc3n[nH]c(N)n3)n(-c3ccccc3)n2)cc1,-7%[46.1 µM],1%,1%,18%[38.3 µM],5.9%,0%,7%
CCC(C)C(=O)Nc1nc2ccc(S(C)(=O)=O)cc2s1 (centres undefined),10%,-1%,-8%,2%,2.7%,-1%,?
O=C(C1CCN(S(=O)(=O)c2ccc(F)cc2)CC1)N1CCOCC1,-6%[46.1 µM],0%,12%,-10%[38.3 µM],-5.9%,0%,8%
Cc1nc(NC(=O)CN2CCC(O)(c3ccc(F)cc3)CC2)sc1C,10%,nt,16%,nt,-1.1%,1%,nt
CN1CCN(Cc2c(O)ccc3c(=O)c(Oc4ccccc4Cl)c(C(F)(F)F)oc23)CC1,-14%[46.1 µM],-2%,-5%,0%[38.3 µM],0.2%,-4%,-7%
CC(C)NC(=O)C1CCN(C2CCN(Cc3nc(C(C)C)cs3)CC2)CC1,-12%,-8%,4%,18%,0.0%,-7%,nt
Cc1ccc(OCCCN(C)C)c(Br)c1,1%[46.1 µM],-7%,4%,5%[38.3 µM],-2.2%,11%,6%

Structures shown so far with a CF3 group, in the order listed:
structure,NPSR antag,Luc counter,CBFb-RUNX1 inh,IMPase Li cell,Epigenetic derep,aGal spleen mod,Lamin A splicing
CCOc1ccc(CC(=O)N2N=C(C)CC2(O)C(F)(F)F)cc1 (centres undefined),3%,1%,-3%,3%,2.3%,-1%,6%
CN1CCN(Cc2c(O)ccc3c(=O)c(Oc4ccccc4Cl)c(C(F)(F)F)oc23)CC1,-14%[46.1 µM],-2%,-5%,0%[38.3 µM],0.2%,-4%,-7%

Next section
structure,NPSR antag,Luc counter,CBFb-RUNX1 inh,IMPase Li cell,Epigenetic derep,aGal spleen mod,Lamin A splicing
COc1cccc(-c2nnc(SCC(=O)Nc3ccc4c(c3)OCCO4)n2Cc2ccco2)c1,-9%[46.1 µM],1%,-5%,6%,-2.2%,2%,-6%
c1ccc2c(c1)CCOC2CNCCCN1CCCCC1 (centres undefined),-4%,3%,5%,9%,0.0%,4%,-6%
COc1cc(C(=O)Nc2ccc(NC(=O)c3ccco3)nc2)cc(OC)c1OC,6%[46.1 µM],0%,6%,-2%[38.3 µM],2.1%,-3%,4%
CCCSc1nc2c(c(=O)[nH]c(=O)n2C)n1Cc1ccc(C)cc1,-8%[7.67 µM],-4%,1%,-4%[38.3 µM],5.8%,5%,9%
CC(=O)c1cccc(NC(=O)/C=C/c2ccc([N+](=O)[O-])s2)c1,-38%,9%,4%,7%,4µM*,1%,nt
CC(=O)c1cccc(NC(=O)c2ccc(N(C)S(C)(=O)=O)cc2)c1,-1%[46.1 µM],1%,10%,-5%[38.3 µM],0.0%,-5%,4%
CC1(C)S[C@@H]2[C@H](NC(=O)[C@H](N)c3ccc(O)cc3)C(=O)N2[C@H]1C(=O)O,7%,1%,0%,2%,-1.0%,-6%,4%
COc1ccc(CC(=O)NCc2n[nH]c(=S)n2-c2cccc(Cl)c2)cc1,-5%,1%,6%,0%,0.9%,1%,-5%[46 µM]
Cc1ccc(CNC(=O)Cc2noc3ccccc23)cc1,2%,1%,12%,-1%,-3.1%,1%,nt
CSc1cc(C)n(-c2ccccc2)c(=S)c1C(C)=O,-7%[46.1 µM],-1%,-2%,24%[38.3 µM],-1.1%,-22%,8%
Nc1ccccc1Nc1ccccc1,-3%[46.1 µM],4%,-15%,10%[38.3 µM],7.3%,-6%,?
COc1ccccc1NC(=O)CCSc1nnc(-c2ccncc2)o1,-4%,0%,-3%,-3%,-1.1%,-2%,nt
CS(=O)(=O)c1ccc(Cl)c(NC(=O)COC(=O)CNC(=O)c2ccc(Br)o2)c1,-10%[46.1 µM],4%,0%,17%[38.3 µM],0.0%,1%,-3%
COc1ccccc1NC(=O)C(=O)N/N=C(\C)CC(=O)Nc1ccc(OCc2ccccc2)cc1,0%[46.1 µM],-5%,-7%,-2%[38.3 µM],-1.1%,6%,-2%
CN(Cc1nc(-c2cccnc2)no1)S(=O)(=O)c1ccccc1,-5%[46.1 µM],1%,15%,-11%[38.3 µM],1.7%,-5%,7%
Cc1c(/C=N/NC(=O)CNc2ccccc2)c2ccccn2c1C(=O)c1ccncc1,17%,2%,-20%,10%,0.0%,-11%,?
COc1ccc(CNS(=O)(=O)c2ccc(S(=O)(=O)N3CCCCC3)cc2)cc1,4%[46.1 µM],-7%,1%,-11%[38.3 µM],-0.2%,13%,8%
Cc1ccc(NC(=O)CSc2nnc(C3CCCCC3)n2N)cc1F,21%[46.1 µM],-3%,-1%,-21%[38.3 µM],0.7%,-14%,?
COc1ccc(NC(=O)NCCCN2CCC(Cc3ccccc3)CC2)cc1,-1%,nt,3%,nt,0.0%,3%,nt
Cc1nn(C(=O)c2ccc3c(c2)OCO3)c(N)c1-c1ccccc1,-11%[46.1 µM],-14%,1%,30%[38.3 µM],3.1%,-2%,-13%

Further results
structure,NPSR antag,Luc counter,CBFb-RUNX1 inh,IMPase Li cell,Epigenetic derep,aGal spleen mod,Lamin A splicing
COc1cccc(-c2nc(CS(=O)(=O)CC(=O)NCc3ccccc3)c(C)o2)c1,12%,4%,2%,-1%,-1.0%,-1%,-10%
Nc1ccc(C(=O)Nc2ccc(NC(=O)c3ccco3)c(O)c2)cc1,-1%,nt,4%,nt,-1.9%,-1%,nt
Cc1ccc(-c2noc(CCC(=O)NCCCN3CCN(c4ccc(F)cc4)CC3)n2)cc1,2%[46.1 µM],-4%,4%,9%[38.3 µM],-1.6%,7%,?
COc1ccc(C)cc1S(=O)(=O)N1CCCCCC1,-10%,nt,1%,nt,1.0%,-5%,nt
C[C@H](NC(=O)c1nc[nH]c1C(=O)N[C@@H](CCCCNC(=O)OC(C)(C)C)C(=O)OC(C)(C)C)C(=O)OC(C)(C)C,-36%,nt,29%,nt,0.9%,-1%,nt
CCN(CC)c1ccc(/C=N/NC(=O)c2ccco2)c(O)c1,22%,nt,?,nt,0.1%,-5%,nt
CCCOc1ccccc1C(=O)NC(CO)C(=O)O (centres undefined),-10%[46.1 µM],-3%,1%,11%[38.3 µM],-0.4%,-2%,-2%
COc1cccc(N=C2SC(C(=O)Nc3ccccc3F)CC(=O)N2C)c1 (centres undefined),-17%[46.1 µM],0%,-5%,18%[38.3 µM],-1.0%,4%,-5%
CC(=O)N(CN1C(=O)c2ccc([N+](=O)[O-])cc2C1=O)c1ccc(F)cc1,6%[46.1 µM],2%,3%,28%[38.3 µM],0.4%,1%,-12%
Cn1cc(C(CC(=O)O)C(=O)O)c2ccccc21 (centres undefined),-3%[46.1 µM],-1%,-1%,20%[38.3 µM],-0.8%,1%,2%
COc1ccc(-c2csc3ncnc(Oc4cccc5ccc(C)nc45)c23)cc1,-9%,5%,-16%,2%,-1.0%,-13%,-29%
CCN(CC)S(=O)(=O)c1ccc(Cl)c(C(=O)OCC(=O)c2c(N)n(C)c(=O)n(C)c2=O)c1,?,nt,4%,nt,-0.9%,1%,nt
O=C1CN(C(=O)COC(=O)C2CCN(S(=O)(=O)c3ccccc3C(F)(F)F)CC2)c2ccccc2N1,-20%[46.1 µM],3%,3%,39%[activator][38.3 µM],-1.5%,0%,-8%
O=C(O)C1CC[C@@](C(=O)O)(c2ccccc2)c2ccccc21 (some centres undefined),nt,0%,-4%,10%,-1.1%,4%,nt
Cc1ccc(NC(=O)Cn2cnc3cc([N+](=O)[O-])ccc3c2=O)c(Cl)c1,-14%,nt,?,nt,3.3%,4%,nt
Cc1ccc(C(NC(=O)C2CCCCC2)c2c(O)ccc3ccccc23)cc1 (centres undefined),-37%,3%,4%,-2%,-0.9%,14%,?
CCCCc1ccc(S(=O)(=O)N2CCN(C(=O)c3ccco3)CC2)cc1,-2%,2%,1%,-1%,-7.9%,-2%,?

Not all compounds are listed. The share of hits here may be higher or lower than overall.
